# esBAF inh: inhibitors of esBAF chromatin remodeling in mouse ES cells. hit rate 2% among 350,000. AID 602393. Bmi1-luciferase knock-in reporter, 24 h; 100% = twice the neutral-well signal. reporter increase, % at 12.5 µM; in the data active = activation above about 40%;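 note: 0% = median of the plate's neutral control wells and 100% = double that signal; a rise in the Bmi1 reporter signal indicates esBAF inhibition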
# RAD52 anneal inh: inhibitors of human RAD52 DNA annealing. P43351. recombinant RAD52 DNA annealing, FRET fluorescence. inhibition, % at 18.7 µM. hit rate 0.46% among 360,000;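 active = every replicate showing at least 50% inhibition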
# ERp5 inh: ERp5 (human) disulfide isomerase inhibition; ERp5 insulin aggregation, absorbance 650 nm, 90 min; inhibition, % at 9.99 µM; hit rate 0.05% among 350,000; AID 651711;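 active = mean replicate inhibition above about 25%, with every replicate also reaching it, limit read from the data, passing the limit was not always enough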
# Target sequence (Q15084 whole entry, looked up): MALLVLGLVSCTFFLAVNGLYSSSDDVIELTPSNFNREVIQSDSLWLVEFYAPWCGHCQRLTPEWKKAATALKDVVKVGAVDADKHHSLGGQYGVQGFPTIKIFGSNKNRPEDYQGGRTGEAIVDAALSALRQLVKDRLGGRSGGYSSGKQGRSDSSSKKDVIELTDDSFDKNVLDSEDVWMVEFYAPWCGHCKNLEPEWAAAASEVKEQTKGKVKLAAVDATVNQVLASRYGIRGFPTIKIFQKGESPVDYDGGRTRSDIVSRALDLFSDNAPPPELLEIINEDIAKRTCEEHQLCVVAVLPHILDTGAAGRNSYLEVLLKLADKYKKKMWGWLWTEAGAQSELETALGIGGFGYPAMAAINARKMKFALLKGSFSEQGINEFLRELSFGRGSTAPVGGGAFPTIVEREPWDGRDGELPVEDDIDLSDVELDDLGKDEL
# Casp6 inh: blocks human caspase-6 cleavage activity | P55212 | purified caspase-6, Z-VEID-R110 cleavage fluorescence | inhibition, % at 12.5 µM | hit rate 0.53% among 350,000 | AID 686996;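 active = mean inhibition across replicates at least about 35%, with every replicate also reaching that limit, limit read from the data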;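 note: 0% = median of neutral control wells and 100% = no fluorescence left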
# Target sequence (P55212 24-179 limits assumed): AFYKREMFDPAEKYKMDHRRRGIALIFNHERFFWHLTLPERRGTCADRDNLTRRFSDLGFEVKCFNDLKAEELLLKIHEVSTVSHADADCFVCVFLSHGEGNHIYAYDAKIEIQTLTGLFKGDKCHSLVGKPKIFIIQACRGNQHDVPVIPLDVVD
# Target sequence (P55212 194-293 limits assumed): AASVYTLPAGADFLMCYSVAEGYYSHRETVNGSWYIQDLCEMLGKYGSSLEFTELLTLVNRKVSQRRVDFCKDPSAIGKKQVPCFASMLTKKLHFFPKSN
# RAD54 branch: RAD54 (human) branch migration inhibition; hit rate 0.14% among 360,000; Q92698; RAD54 Holliday junction branch migration, FAM/BHQ fluorescence; inhibition, % at 10.4 µM;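 active = mean normalized replicate activity at least 40 and at least half of replicates scoring 40 or more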;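 note: 0% = median of neutral control wells and 100% = median of positive control wells; inhibitors cause a drop in the FAM fluorescence signal; in these data hits start at about 50%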
# E-selectin induc: induces E-selectin expression in human endothelial cells; P16581; HUVEC E-selectin immunofluorescence imaging; normalized: neutral wells 0, TNF-alpha wells 100; activation, % at 7.58 µM; hit rate 0.37% among 260,000; AID 686992;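 active = mean E-selectin-positive cell signal at least 10% of the positive control, reached in at least 60% of replicates, without over 20% cell loss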;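 note: in these data hits start at about 27%; measured in HUVEC primary endothelial cells; signal is the percent of cells scored E-selectin positive by PE staining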
#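 assay system = HUVEC, human umbilical vein endothelial cells | input = 3,000 HUVEC seeded per well | medium = EGM-2 growth medium on 0.1% gelatin-coated wells | dosing = one compound dose added by pin transfer | signal = immunofluorescence imaging | read-out basis = % PE-positive cells | control set = TNF-alpha, DMSO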
# ARNT-TACC3 inh: ARNT/TACC3 interaction disruption | Q9Y6A5 | AlphaScreen His-ARNT PAS-B/GST-TACC3 binding, luminescence; TACC3 fragment carries E629A point mutation | inhibition, % at 9.99 µM | hit rate 0.66% among 390,000 | AID 623870;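 active = mean inhibition of replicates at least 50% and at least half of replicates each reaching 50%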;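 note: 0% = complete ARNT plus TACC3 wells and 100% = ARNT alone without TACC3; many hits fall short of the cut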
# PglD DTNB: inhibitors of Campylobacter jejuni PglD acetyltransferase; hit rate 0.098% among 360,000; purified PglD enzyme, DTNB colorimetric CoA detection; inhibition, % at 12.5 µM; in the data active = inhibition above about 16%, passing the limit was not always enough; note: strong numbers were not always called active
# An asterisk follows results filed as active; x = no result given; & = joins results of further samples.
SMILES,esBAF inh,RAD52 anneal inh,ERp5 inh,Casp6 inh,RAD54 branch,E-selectin induc,ARNT-TACC3 inh,PglD DTNB
Cc1ccc(S(=O)(=O)N(C)C[C@H]2OCc3cnnn3CCCC(=O)N([C@@H](C)CO)C[C@H]2C)cc1,-1&-1&1,-5&9,1&0,-5&-2,-7&-2,0.0&-0.1,-1,7&0
CN(C)CCN(C(=O)C1CCCCC1)c1nc2cc3c(cc2s1)OCCO3,17,17,-3,-4,33,x,x,0
CCOC(=O)c1c(N)sc(=S)c2c1CCC2,-3,x,x,x,-8,x,-5,1
Cc1ccc(S(=O)(=O)Nc2ccccc2C(=O)N2CCOCC2)cc1,-7,-20,1,-2,7,1.0,-5,10
Cc1ccccc1N1C(=O)c2cccc3c(N(C)CCO)ccc(c23)C1=O,34,x,x,x,-163,x,-16,-3
C[C@@H]1CN([C@@H](C)CO)C(=O)Cc2cc(NC(=O)Cn3cnnn3)ccc2O[C@@H]1CN(C)CC1CCCCC1,-1,-7,0,-7,-1,-0.1,3,1
CC(C)(C)OC(=O)C[C@@H]1C/C=C\C[C@H](CC(=O)N(CCO)Cc2ccccc2)C(=O)NC[C@H](c2ccccc2)OC1=O,-9,-235,-2,0,-2,0.6,-12,-7
CCC(C(=O)NCCC1=CCCCC1)n1nc(C)c2c(C)n(-c3ccccc3)nc2c1=O (stereo not given),7,1,-5,3,17,x,2,8
COc1cc(/C=N/NC(=O)COc2ccc([N+](=O)[O-])cc2)ccc1OCC(=O)N1CCOCC1,-1,-5,-1,0,-4,x,7,-4
Fc1cccc(Cl)c1Cn1nnc(-c2ccc(N3CCOCC3)cc2)n1,-1,x,x,x,6,x,-3,1
CCOc1ccc2[nH]c(=O)c(CN(Cc3nnnn3CCc3ccccc3)CC3CCCO3)cc2c1 (stereo not given),7,x,x,x,-10,x,-2,5
CCC(=O)N1CC2(CCN(Cc3cccnc3)CC2)c2c(n(C)c3cc(OC)ccc23)[C@@H]1CO,x,1,-2,-2,x,0.2,x,x
CC1CCN(S(=O)(=O)c2ccc(Br)s2)CC1,9,-13,-7,5,12,x,-6,0
COc1ccc(N/C(=N\c2nc(C)cc(C)n2)NC(=O)C(C)C)cc1OC,0,x,x,x,-9,x,-4,-5
C[C@@H]1CN([C@H](C)CO)S(=O)(=O)c2ccc(C3=CCCCC3)cc2O[C@@H]1CN(C)C(=O)CC1CC1,3,-5,-1,2,-6,-0.4,1,0
C[C@H](CO)N1C[C@H](C)[C@@H](CN(C)C(=O)Cc2ccccc2)OCCCC[C@H](C)Oc2ccc(N(C)C)cc2C1=O,0,-1,5,1,-7,-0.2,12,1
CC(=O)c1c(C)[nH]c(C(=O)OCC(=O)N2CCN(S(=O)(=O)c3ccc(C)cc3C)CC2)c1C,4,x,x,x,12,x,9,-4
CC(=O)OC(C(=O)NCc1ccc2c(c1)OCO2)c1ccccc1Cl (stereo not given),1,x,x,x,7,x,-2,-6
COc1ccc(S(=O)(=O)N(C)C[C@@H]2Oc3ccc(NC(=O)C4CC4)cc3CC(=O)N([C@@H](C)CO)C[C@@H]2C)cc1,2,6,1,2,-10,-14,-3,-4
CCCN(CCC)CCNC(=O)c1cc2c(=O)n(C)c3ccccc3c2n1C,-22,26,-2,-2,55*,0.1,x,-2
O=C1CC(C(=O)N2CCc3ccccc32)CN1c1cccc(C(F)(F)F)c1 (stereo not given),-1,-7,7,-4,5,6.4,x,-2
C=C1C(=O)C2=CC1CCC(=O)C1(C)CCC(OC(C)=O)C(C)(C)C1CC2O (stereo not given),x,-10,-3,0,x,-4.1,3,x
O=C(C[C@@H]1CC[C@H](NC(=O)Nc2ccccc2F)[C@@H](CO)O1)NCc1ccccc1,-1,5,0,2,-10,0.2,-24,-3
COc1ccc(-c2cc(C(F)(F)F)nc(SCC(=O)N(C)Cc3cn(C)nc3C)n2)cc1OC,x,-3,2,-2,x,x,-33,x

# Limited to ARNT-TACC3 inh, Casp6 inh and esBAF inh, for 4 of the compounds above:
Structure,ARNT-TACC3 inh,Casp6 inh,esBAF inh
CCCN(CCC)CCNC(=O)c1cc2c(=O)n(C)c3ccccc3c2n1C,x,-2,-22
CC(=O)c1c(C)[nH]c(C(=O)OCC(=O)N2CCN(S(=O)(=O)c3ccc(C)cc3C)CC2)c1C,9,x,4
C=C1C(=O)C2=CC1CCC(=O)C1(C)CCC(OC(C)=O)C(C)(C)C1CC2O (stereo not given),3,0,x
O=C1CC(C(=O)N2CCc3ccccc32)CN1c1cccc(C(F)(F)F)c1 (stereo not given),x,-4,-1

# More entries
SMILES,esBAF inh,RAD52 anneal inh,ERp5 inh,Casp6 inh,RAD54 branch,E-selectin induc,ARNT-TACC3 inh,PglD DTNB
CN(C)C(=O)C[C@@H]1CC[C@@H]2[C@H](COC[C@@H](O)CN2CC2CCOCC2)O1,9,-2,-11,-2,-2,0.0,-4,3
C[C@H](CO)N1C[C@H](C)[C@H](CN(C)S(=O)(=O)c2cccs2)Oc2ccc(NC(=O)NC3CCCCC3)cc2CC1=O,1,-8,-3,-1,1,0.3,x,1
COc1ccccc1N1CCN(C(=O)c2sc3ncnc(N4CCN(c5ccccn5)CC4)c3c2C)CC1,-3,x,x,x,7,x,1,-2
COc1ccc(-c2ccc3c(c2)[C@H]2[C@H](CCN2C(=O)Cc2ccccc2)[C@H](CO)N3C)cc1,1,x,x,x,0,-0.7,-3,1
COc1ccc(CSc2nnnn2-c2ccc(O)cc2)cc1F,-7,7,2,5,5,x,4,1
C[C@@H]1CCCCO[C@H](CN(C)C(=O)NC2CCCCC2)[C@H](C)CN([C@H](C)CO)C(=O)c2cc(NS(C)(=O)=O)ccc2O1,2,x,x,x,0,x,2,0
COc1ccc(C(=O)O/N=C(\N)c2ccccn2)c(OC)c1,x,-6,1,2,x,x,7,x
c1ccc(CNc2nc(-c3cccs3)nc3ccccc23)cc1,x,-66,2,-3,x,x,-3,x
C[C@H]1CN([C@@H](C)CO)C(=O)c2cccc(NS(=O)(=O)c3ccccc3)c2O[C@@H]1CN(C)C(=O)Nc1ccc(C(F)(F)F)cc1,5,22,-4,0,-1,-0.2,10,0
C/C=C/c1cnc2c(c1)C(=O)N([C@H](C)CO)C[C@@H](C)[C@@H](CN(C)Cc1cccc(C(=O)O)c1)O2,-5,-12,4,0,3,-0.1,0,-1
Cc1noc(C)c1NC(=O)N[C@H]1CC[C@H](CC(=O)NCCCN(C)C)O[C@@H]1CO,-3,2,-4,2,-2,-0.3,-27,1
O=C(C[C@@H]1CC[C@H]2[C@@H](COC[C@H](O)CN2Cc2ccc(Cl)cc2)O1)NCCc1ccccc1,2,0,0,3,4,0.2,0,3
Cc1ccc(Cl)cc1NC(=O)COC(=O)CSc1ccccc1,-1,-4,-2,-1,-4,0.1,-3,0
O=C(Nc1ccc(C(=O)N2CCCC2)cc1)c1cccc(C(F)(F)F)c1,x,-12,8,0,-6,-0.1,-1,-4
Oc1ccccc1Nc1nc(NCc2ccco2)c2ccccc2n1,x,-15,-7,8,x,x,-4,x
C[C@@H]1CN([C@@H](C)CO)S(=O)(=O)c2ccc(-c3cccc(C(=O)N(C)C)c3)cc2O[C@@H]1CN(C)C(=O)Cc1ccccn1,0,8,5,0,6,-0.1,0,4
CCc1nc2ccc(C(=O)NCCN3CCOCC3)cn2c1N(C=O)Cc1ccc(OC)cc1,-2,-5,1,-3,2,-0.2,x,-1
C[C@@H]1CCCCO[C@H](CN(C)Cc2ccc(C(F)(F)F)cc2)[C@@H](C)CN([C@H](C)CO)C(=O)c2cc(NC(=O)NC3CCCCC3)ccc2O1,2,4,3,-4,2,-0.2,-11,0
COc1cc(NC(=O)c2sc3ncn(CC(=O)N4CCCCC4)c(=O)c3c2C)cc(OC)c1OC,1,-1,-6,5,0,x,7,9
C=CCNc1nc2ccccc2c(=O)[nH]1,3,-12,1,4,9,x,-6,12
O=C(C[C@H]1C[C@@H]2c3cc(NC(=O)Nc4ccccc4F)ccc3O[C@@H]2[C@@H](CO)O1)NCc1ccncc1,16,11,14,-3,-8,-0.2,-8,2
Cc1ccc(S(=O)(=O)N(C)C[C@@H]2Oc3ncc(Br)cc3C(=O)N([C@@H](C)CO)C[C@@H]2C)cc1,1,4,-3,x,-2,0.0,2,1
CC(C)(C)n1ncc2c(=O)n(CC(=O)N3CCc4ccccc43)cnc21,3,x,x,x,-3,x,-9,-2
COc1ccc(N(CC(O)CN2CCCCC2)S(=O)(=O)c2ccc(C)cc2)cc1 (stereo not given),7,x,x,x,4,x,0,-6
CCCNC(=O)N1CC2(CN(CC3CC3)C2)c2c([nH]c3cc(OC)ccc23)[C@@H]1CO,x,2,-4,-3,x,0.0,x,x
CC(C)CC#Cc1cnc2c(c1)C(=O)N([C@H](C)CO)C[C@@H](C)[C@H](CN(C)CC1CCOCC1)O2,-2,2,-2,0,6,-0.1,-2,0
CCCCC(=O)Nc1cc(OC)c(NC(=S)Nc2ccc(OC)cc2)cc1OC,9,-14,-1,-3,8,x,10,-2
N#Cc1ccc(-c2ccc(F)cc2)nc1Oc1ccc(F)cc1,-6,x,x,x,-4,x,-38,12
C[C@H]1CN([C@@H](C)CO)C(=O)c2cc(NC(=O)CCCN(C)C)ccc2O[C@@H]1CN(C)Cc1ccc(Cl)c(Cl)c1,4,41,3,-1,1,0.4,13,0
CCN(CC)Cc1c(O)ccc2c(=O)c(-c3ccc4c(c3)OCCO4)coc12,4,x,x,x,-1,x,-8,3
Cc1c(NS(C)(=O)=O)c(=O)n(-c2ccccc2)n1C,-5,x,x,x,1,x,26,-2
Cc1ccc(S(=O)(=O)N(Cc2cccc([N+](=O)[O-])c2)C(=O)N2CCN(C)CC2)cc1,-1,-8,-4,-7,x,-0.2,x,x
CC(C)NC(=O)N(C)C[C@H]1Oc2c(NC(=O)CCCCCC(=O)Nc3ccccc3N)cccc2C(=O)N([C@@H](C)CO)C[C@@H]1C,x,-3,-2,-1,x,-11,x,x
O=C1C=C(c2ccc3c(c2)OCO3)C[C@@H](c2ccc(Cl)cc2)C1,1,-7,-2,0,-1,0.4,-5,-1
CCNC(=O)NC(=O)COC(=O)CCc1nc(=O)c2ccccc2n1C,x,6,4,4,x,x,0,x
CCOC(=O)Cc1csc(NC(=O)c2ccc3c(c2)OCO3)n1,28,x,x,x,-4,x,3,-1
C=CC(=O)NC(NC(=O)C=C)c1ccccc1F,-6,-8,6,4,4,0.6,1,0
COc1ccccc1N1CCN(C(=O)c2cccc(Oc3ccccc3)c2)CC1,1,-11,1,-1,2,x,-10,-5
COc1ccc(S(=O)(=O)N(C)C[C@@H]2Oc3ccc(NC(=O)CCC(F)(F)F)cc3C(=O)N([C@H](C)CO)C[C@@H]2C)cc1,4,-5,-2,-3,-13,0.0,-6,0
Cc1[nH]c2ccc(-c3nnc(SCC(=O)N4CCCc5ccccc54)o3)cc2c1C,18,-28,5,-2,2,x,-4,1
CCSc1nnc(NC(=O)C2CCCN(C(=O)c3ccc(Cl)cc3)C2)s1 (stereo not given),3,-12,3,0,-11,-0.1,x,2
C[C@@H]1CN([C@H](C)CO)C(=O)c2cccc(NS(C)(=O)=O)c2O[C@H]1CN(C)CC1CC1,0,12,1,-3,0,0.6,-5,-1
COc1cccc(NC(=O)c2ccnc(N3CCC(C(=O)NCc4ccccc4OC)CC3)c2)c1,73*,-2,-8,-3,12,x,-2,8
CCCCn1c(N)c(-c2nc3ccccc3s2)c2c([N+](=O)[O-])nn(C)c(=O)c21,-2,x,x,x,-1,x,-9,-2
COc1ccc(NC(=O)N/C=C/c2ccccc2)cc1,x,3,-3,1,x,x,-18,x
C/C(=N\NC(=O)c1cc(-c2ccc(Cl)s2)[nH]n1)c1ccncc1,5,-14,-5,7,-2,16,3,-1
CCCCOc1ccc(CN(C)c2ncnc(N)n2)cc1,27,x,x,x,8,x,0,0

# Compound activity: PubChem BioAssay, Broad Institute
